# TRb-SRC2 inh – inhibitors of human thyroid hormone receptor beta-SRC2 interaction; TRbeta-SRC2 peptide binding, fluorescence polarization; receptor liganded with 1 µM T3; 0.065% of 280,000 active; Potency, µM (top dose mostly 106 µM), inactives show at the highest dose activity change, negative = inhibition, actives largely listed as inhibitors;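 further: plate controls were bound peptide for no effect and peptide without receptor for full effect; nearly all actives have a fitted effect of over 50% in size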
# Target sequence (P10828 whole entry, looked up): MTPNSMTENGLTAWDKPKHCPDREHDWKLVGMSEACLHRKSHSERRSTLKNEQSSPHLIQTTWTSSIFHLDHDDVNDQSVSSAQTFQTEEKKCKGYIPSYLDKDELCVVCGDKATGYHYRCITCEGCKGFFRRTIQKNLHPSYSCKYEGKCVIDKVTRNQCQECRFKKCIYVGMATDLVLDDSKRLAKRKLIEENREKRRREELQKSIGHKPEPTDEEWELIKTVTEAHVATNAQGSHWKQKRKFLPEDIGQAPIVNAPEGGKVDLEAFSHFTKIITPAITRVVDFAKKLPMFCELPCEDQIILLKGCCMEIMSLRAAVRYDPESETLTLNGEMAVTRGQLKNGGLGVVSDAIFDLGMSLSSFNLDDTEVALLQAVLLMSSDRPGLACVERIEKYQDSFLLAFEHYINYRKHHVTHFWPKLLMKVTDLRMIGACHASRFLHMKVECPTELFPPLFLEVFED
#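 Polarization signal, normalized between peptide-alone and full complex controls, measured compound effects on T3-liganded human TRb LBD (0.6 uM) binding 20 nM Texas Red SRC2 peptide after 5 hr.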
# KDM4E inh – blocks human JMJD2E demethylase activity. JMJD2E catalytic domain, FDH-coupled NADH fluorescence (FDH is formaldehyde dehydrogenase). Potency, µM (top dose mostly 57.1 µM), for the others: top-dose activity change, negative = inhibition, hits mostly inhibitors. 1.6% of 230,000 active. AID 2147; active means well fitted inhibition curve with a large enough effect, not every such curve was filed as active; inconclusive means small, poorly fitted or top-dose-only effect, or another doubt; inactive means no such curve, though single readings can be large or run the other way;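 further: 0% = wells with enzyme and -100% = buffer wells without enzyme; nearly all actives have a fitted effect of over 50% in size; many of its hits are not listed in these tables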
# ALDH1A1 block – ALDH1A1 (human) enzyme inhibition | 7.3% of 220,000 active | Purified ALDH1A1, NADH fluorescence, propionaldehyde substrate | AID 1030 | P00352 | Potency, µM (titrated, usually from 75.3 µM), without a hit: at the top dose activity, negative = inhibition, hits mostly inhibitors; active means well fitted inhibition curve with a large enough effect, not every such curve was filed as active; inconclusive means small, poorly fitted or top-dose-only effect, or another doubt; inactive means no such curve, though single readings can be large or run the other way;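 further: plate controls were no enzyme wells and a reference inhibitor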
# Target sequence (P00352 whole entry, looked up): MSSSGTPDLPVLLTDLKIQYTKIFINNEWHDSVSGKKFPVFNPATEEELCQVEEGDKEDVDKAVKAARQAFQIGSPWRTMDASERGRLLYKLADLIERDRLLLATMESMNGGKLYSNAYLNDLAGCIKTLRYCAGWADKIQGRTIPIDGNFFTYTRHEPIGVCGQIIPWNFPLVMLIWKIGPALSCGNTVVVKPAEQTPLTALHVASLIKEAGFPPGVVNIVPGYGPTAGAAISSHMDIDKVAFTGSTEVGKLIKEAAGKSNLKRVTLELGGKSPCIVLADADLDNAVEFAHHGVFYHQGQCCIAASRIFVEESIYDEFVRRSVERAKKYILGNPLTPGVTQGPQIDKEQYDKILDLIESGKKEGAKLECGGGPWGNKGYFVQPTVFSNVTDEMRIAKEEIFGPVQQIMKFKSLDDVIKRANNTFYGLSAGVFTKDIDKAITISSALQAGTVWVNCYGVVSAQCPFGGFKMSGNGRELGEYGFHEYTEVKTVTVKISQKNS
# GoLoco inh red – RGS12 GoLoco-Gai1 interaction inhibition | P63096 | Gai1:RGS12 GoLoco peptide FP, rhodamine, 10 min | Potency, µM (top dose mostly 61.6 µM), inactives show at the top dose activity, negative = inhibition, most hits filed as inhibitors | 0.44% of 230,000 active | AID 880; active means well fitted inhibition curve with a large enough effect, not every such curve was filed as active; inactive means no such curve, though single readings can be large or run the other way; further: on the % scale 0 is the no-effect control and ±100 the full control effect; nearly all actives have a fitted effect of over 30% in size; many of its hits are not listed in these tables
# RECQ1 inh – blocks DNA unwinding by human RECQ1. P46063. RECQ1 DNA unwinding, red fluorescence kinetic read. Potency, µM (highest dose often 57.3 µM), inactives show at the highest dose activity, negative = inhibition, hits mostly inhibitors. 0.54% of 240,000 active. AID 2549;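 further: plate controls were vehicle for no effect and no enzyme for full effect; nearly all actives have a fitted effect of over 30% in size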
#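 RECQ1T1 50 nM; forked duplex (20 bp + 30-nt ss tails) 200 nM, ATP 2 mM final; pH 8.0, 2 mM MgCl2, 2.5 ug/ml poly(dI-dC); 15 min compound preincubation; discontinuous kinetic read over 2 h at RT.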
# SMN2 splice enh – SMN2 splice variant enhancement; HEK293 SMN2-luciferase splicing reporter, luminescence, 30-36 h; AID 1458; 2.8% of 210,000 active; Potency, µM (highest dose often 46.1 µM), for the others: at the highest dose activity change, positive = activation, usual class: activators; further: % of control where 0% means no effect; nearly all actives have a fitted effect of over 55% in size
#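 qHTS luciferase splicing reporter: luminescence rises when SMN2 exon 7 is included in transfected HEK293 cells. Compound exposure lasted 30-36 h at 37C, with 4.5 mM final sodium butyrate as control, followed by a ONE-Glo read.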
# TR SRC2 fluor cs – alters Texas Red total fluorescence, flagging assay interference. TRb/SRC2 Texas Red total fluorescence interference. Potency, µM (titrated, usually from 106 µM), for the others: at the top dose fluorescence change, negative = quenching. 0.29% of 280,000 active; active means well fitted curve in either direction with a large enough effect; inconclusive means small, poorly fitted or top-dose-only effect; further: on the % scale 0 is the no-effect control and ±100 the full control effect
#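 Human TRb ligand-binding domain at 0.6 uM with 20 nM Texas Red SRC2 peptide in Tris buffer containing 1 uM T3 and 5% DMSO, incubated with compound 5 h at ambient temperature. Total fluorescence (555/632 nm) calculated as parallel + 2 × perpendicular.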
# LMNA splice mod – modulators of lamin A splicing; HeLa LMNA splicing GFP/RFP minigene ratio, 48 h; Potency, µM (series often up to 46.1 µM), for the others: top-dose ratio change, negative = inhibition, actives largely listed as inhibitors; 0.01% of 200,000 active; AID 1487; active means well fitted inhibition curve with a large enough effect in the signal ratio, with a control signal flat, not every such curve was filed as active; inconclusive means small, poorly fitted or top-dose-only effect, or effect the other way, or a change in a side signal; the % refers to the signal ratio; further: on the % scale 0 is the no-effect control and ±100 the full control effect
#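 Read-out is the ratio of GFP to DsRed2 object intensity, acquired by 488 nm laser-scanning cytometry on HeLa lamin A-EGFP minigene reporter cells. Compound incubation 48 hrs at 37 °C in Opti-MEM with 2% FBS; DMSO 0.5% final.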
# An asterisk follows results filed as active; i = inactive; u = inconclusive; x = not tested or not shown; & = joins results of further samples; [ ] = dose if it differs, or a comment. Unless noted, the call rests on the fitted dose curve; in most records, active means well fitted curve in the direction sought with a large enough effect; inconclusive means small, poorly fitted or top-dose-only effect, or another doubt; inactive means no such curve, though single readings can be large; an effect the other way counts as inactive or inconclusive. Potency means the concentration at half of the fitted maximal effect. Not all compounds are listed, so the mix of outcomes need not match the whole.
smiles,ALDH1A1 block,GoLoco inh red,SMN2 splice enh,RECQ1 inh,KDM4E inh,TRb-SRC2 inh,LMNA splice mod,TR SRC2 fluor cs
COC(=O)[C@H](Cc1c[nH]c2ccccc12)NC(=O)Nc1ccccc1OC,-4%,3%,x,-7%,-6%,-2%,x,-2%
O=C1CC(=O)C(n2cncn2)C(c2c(F)cccc2Cl)C1 (stereo not given),8%,6%,-1%,-11%,0%,-5%,-2%,2%
Cc1noc(C)c1/C=N/Nc1ccccn1,2%,2%,1%,-4%,u,-2%,-21%[46 µM],0%
O=C(O)c1ccc(N/N=C/c2ccc(-c3cccc(Cl)c3)o2)cc1,x,10%,x,-18%,u,-6%,x,-8%
COc1cccc(CC(NC(C)=O)C(=O)NC2CCN(S(=O)(=O)c3ccc(F)cc3)CC2)c1OC (stereo not given),12%,15%,x,12%,-1%,-4%,16%[46 µM],-5%
O=C1NC(=Nc2ccc(Cl)cc2)SC1Cc1cc(Cl)ccc1Cl (stereo not given),5%,13%,-84%[inhibitor],4%,0%,1%,u,-8%
CCC(C)NC(=O)CN(C)S(=O)(=O)c1ccc2c(c1)c(=O)n(C)c(=O)n2C (stereo not given),-6%,3%,-10%,0%,-17%,-9%,-6%,-5%
CCOC(=O)C(=O)Nc1cc([N+](=O)[O-])ccc1C,u,-4%,0%,-2%,3%,-2%,-11%,6%
COC(=O)c1cnc(SC)nc1C,13%,8%,-4%,2%,4%,3%,-4%,-2%
FC(F)(F)C1CC(c2cccs2)Nc2ncnn21 (stereo not given),4%,1%,3%,-3%,13%,2%,10%,0%
CCCc1oc2c(c(=O)c1CC)C(=O)CC(C)(C)C2,u,2%,-8%,2%,2%,-18%,-5%,-3%
CN1CCN(C(=O)c2ccc(Cl)c(S(=O)(=O)N3CCCCCC3)c2)CC1,3%,5%,-30%,-2%,2%,-5%,9%[46 µM],-2%
COc1cccc(C2c3c(C)nn(-c4ccc([N+](=O)[O-])cc4)c3N=C3C(=O)Nc4ccccc4N32)c1 (stereo not given),-4%,35%[activator],16%,u,10%,1%,x,0%
Cc1ccc(C)c2c1[nH]c1ccccc12,-6%,-9%,-10%,i,-5%,0%,-2%,-3%
CCCCC(O)(CCCC)C(=O)NN(C(=O)c1cccnc1Cl)c1ccccc1,x,2%,x,-1%,14%,1%,x,0%
O=C(COc1c(CO)cc(Br)cc1CO)NC1CCCc2ccccc21 (stereo not given),u,7%,-12%,i,-7%,3%,u,-3%
O=C(Cn1cccc1C(=O)c1ccccc1)NCc1ccco1,10%,7%,1%,-15%,-5%,7%,14%,1%
COCCOC(=O)C(C#N)c1nc2ccccc2nc1N1CCCC1 (stereo not given),-9%,16%,6%,2%,u,6%,6%,-1%
CCOC(=O)/C=C/C(=O)OCC(=O)Nc1cccc(Cl)c1Cl,-4%,-2%,-10%,i,-1%,-5%,5%[46 µM],-3%
C(=N\Nc1ccc2ccccc2n1)/c1ccc2c(c1)OCCO2,u,5%,-77%[inhibitor],i,u,2%,x,-3%
CCC(C(=O)NC1CCCC1)N(Cc1ccco1)C(=O)Cn1nnc(-c2ccc(C)cc2)n1 (stereo not given),u,6%,-20%,-8%,0%,14%,u,0%
O=Cc1ccc(Oc2cccc(C(F)(F)F)c2)nc1,u,4%,-4%,-1%,12%,-2%,11%[46 µM],-1%
Cc1ccccc1Cn1cc(NC(=O)c2cc(-c3cccs3)on2)cn1,u,0%,-26%,i,u,4%,6%,5%
O=C(O)COc1ccccc1C(Nc1cccnc1)c1cc(Cl)c2cccnc2c1O (stereo not given),-4%,-5%,x,1%,-4%,-4%,x,-2%
Cc1cc(C(=O)NC2CCCCC2)c2cc(F)ccc2n1,5%,-3%,8%,-8%,-5%,-4%,3%[46 µM],-2%

# The results go on:
smiles,ALDH1A1 block,GoLoco inh red,SMN2 splice enh,RECQ1 inh,KDM4E inh,TRb-SRC2 inh,LMNA splice mod,TR SRC2 fluor cs
COc1cc(/C=C2/CC/C(=C/c3ccc(O)c(OC)c3)C2=O)ccc1O,x,37%[activator],x,12%,11µM*,26%,x,u
CCOc1cccc(-c2cc(C(=O)NN)[nH]n2)c1,-13%,14%,12%,i,-4%,3%,-2%[46 µM],-1%
CS(=O)(=O)N(CC(N)=O)c1ccc2c(c1)OCO2,12%,-3%,4%,i,3%,-7%,-6%,2%
O=C(Cc1ccccc1)N/N=C/c1ccc[nH]1,x,10%,x,-4%,-11%,5%,x,-3%
CCOc1ccccc1NC(=O)C(=O)N/N=C/c1cc(Br)ccc1O,7%,-3%,-82%[inhibitor],i,u,4%,u,-1%
CCOC(=O)N1CCN(C(=S)Nc2ccc(C)cc2)CC1,12%,8%,-8%,-6%,5%,9%,3%,-1%
COCCCNCCOCCOc1ccccc1-c1ccccc1,-1%,5%,u,1%,-1%,-6%[53 µM],0%,-1%[53 µM]
Cc1cc(CNC(=O)CC2C(=O)NCCN2CC(c2ccccc2)c2ccccc2)on1 (stereo not given),u,-26%,x,i,-18%,0%,x,0%
CC(=O)Nc1cccc(NC(=O)CSc2nnnn2C(C)C)c1,14µM*,-8%,-8%,1%,5%,-9%,-4%,-1%
CN(C)c1nc(N)nc(-c2nc3ccccc3s2)n1,0%,5%,8.9µM*,-3%,-14%,-3%,-15%,0%
Cc1cc(NC(=O)C(=O)NCCN2CCN(C(=O)c3cccs3)CC2)ccc1Br,6%,4%,-24%,i,-3%,-6%,u,-4%
COc1ccc(C(=O)N2CCC3(CC2)CN(c2ccncc2)C3)cc1,-3%,-40%,-13%,i,x,x,x,x
CCNC(=S)SCCOc1ccccc1C,2%,-1%,-10%,1%,-6%,2%,0%,-9%
Cn1c(=O)[nH]c(=O)c2c1nc(CN1CCN(c3ccccc3F)CC1)n2CC(N)=O,-2%,5%,15%,-3%,2%,4%,-2%,-2%
COc1cc(/C=N/Nc2ccc(Cl)c(C(=O)O)c2)ccc1OC(=O)c1cccs1,u,5%,17%,i,-24%,3%,-1%[46 µM],-4%
CN(/N=C/c1ccc2c(c1)OCO2)c1ccccc1,2%,-16%,20µM*,-9%,-3%,-27%,-6%,1%
CO/N=C/c1c(C(=O)OC)nn(-c2ccccc2)c1Cl,10%,12%,-5%,28%,-3%,-5%,-13%[46 µM],-2%
O=S1(=O)CC(O)C(NCc2ccco2)C1 (stereo not given),2%,8%,10%,-4%,5%,5%,8%,0%
COc1cc(C(=O)NNC2=NC(C)(C)Cc3cc(C)c(C)cc32)cc(OC)c1OC,9%,4%,2%,-6%,4%,-2%,-1%,-2%
COc1ccc(-c2nc(N)ncc2-c2csc(C)n2)c(O)c1,-10%,-5%,11%,-3%,4%,-18%,16%,0%
CCN1C(=O)/C(=C2\C=Cc3cc(C)ccc3N2CC)OC1=S,3%,24%,6%,i,-4%,1%,0%,1%
CCc1ccc(N2CC(C(=O)Nc3nnc(CC)s3)CC2=O)cc1 (stereo not given),7%,-4%,-9%,i,7%,-16%,-4%,0%
CC1=NN(C(=O)c2nn(C)cc2Br)C(O)(C(F)(F)F)C1 (stereo not given),-3%,8%,12%,-4%,-7%,-5%,-6%,-1%
CCCCCCN(C(=O)CCCCCN1C(=O)NC(c2ccc(C(C)(C)C)cc2)C(C(=O)OCc2ccccc2)=C1C)C(C(=O)NCCCC)c1ccc(OCC(=O)OC)c(C(=O)OC)c1 (stereo not given),0%,5%&-5%,-1%,i,-13%&3%,-11%&6%,x,0%&3%
CCOc1cccc(C(=O)NC(=S)Nc2cccc(C)c2)c1,8.9µM*,-4%,u,-3%,1%,2%,u,-1%

# More structures.
smiles,ALDH1A1 block,GoLoco inh red,SMN2 splice enh,RECQ1 inh,KDM4E inh,TRb-SRC2 inh,LMNA splice mod,TR SRC2 fluor cs
O=C(NCc1csc(-c2cccs2)n1)Nc1ccc(F)cc1F,u,9%,x,i,u,-6%,23%[46 µM],-7%
Cc1cc(Nc2c(C)cccc2C)n2nc(C)nc2n1,0%,-4%,-3%,-2%,2%,-9%,8%,2%
Cc1ccc(OCC(O)C(C)NC(C)C)c2c1CCC2 (stereo not given),-13%&-13%,11%&-6%,-26%&-25%,-6%&-4%,-2%,3%&4%,u,3%&0%
CCOc1ccc(CCNC(=O)Cn2cccc2C(=O)c2ccccc2C)cc1OCC,6%,13%,-9%[1.84 µM],-2%,-1%,-10%,-1%,1%
Cc1ccc(CNC(=O)C2CCC(CNc3c(N4CCOCC4)c(=O)c3=O)CC2)cc1 (stereo not given),2%,-4%,-8%,-6%,4%,7%,4%,0%
Cc1ccc2c(c1)CCCN2C(=O)c1ccoc1C,u,0%,-4%,i,-7%,4%,9%,3%
CC1(C)C2CCC1(CS(=O)(=O)Nc1ccc(S(=O)(=O)N3CCCC3)cc1)C(=O)C2 (stereo not given),u,13%,-7%[1.84 µM],-7%,1%,-3%,-9%,0%
CC1CN(c2ccc(NC(=O)c3ccco3)cc2C(=O)O)CC(C)O1 (stereo not given),9%,-2%,x,-4%,u,-3%,17%[46 µM],-6%
Cc1ccc(NC(=O)COC(=O)c2cc(Cl)cc(Cl)c2)c(Br)c1,15%,6%,6%,-3%,9%,3%,6%,-3%
Nc1nc(Nc2ccccc2F)nc(NCc2ccccc2)c1[N+](=O)[O-],x,6%,x,i,-3%,2%,x,-1%
CC(CNS(=O)(=O)c1ccccc1)Sc1nncn1C (stereo not given),x,0%,x,-2%,5%,1%,x,-2%
COC(=O)N1CCC2(CC1)CN(c1ccncc1)C2,9%,2%,-5%,i,x,x,x,x
Brc1cccc(C2CC(c3ccccc3)n3nnnc3N2)c1 (stereo not given),-11%,x,x,i,-3%,-8%,u,-4%
Cn1c(O)c(N=NC(=O)CNC(=O)c2ccco2)c2ccccc21,-2%,-7%,18%,-13%,-2%,6%,1%,u
O=C(NCCSCc1ccccc1)c1ccc(F)cc1,1%,2%,21%,i,-4%,8%,4%,-5%

# Bioassay records from PubChem BioAssay.
